# From PubChem BioAssay
# SR-BI DiI inh – mouse SR-BI HDL lipid transfer inhibition | inhibition, % at 12.5 µM | ldlA[mSR-BI] CHO cells, DiI-HDL uptake fluorescence, 3 h | hit rate 0.96% among 320,000 | AID 488896;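 active = mean replicate inhibition of at least 70% and a set share of replicates each scoring 70 or more; inconclusive = meets just one of the two criteria; inactive = fails both criteria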;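 note: 0% = median of neutral control wells and 100% = median of positive control wells; values of inactives mirror those of a sister screen read the other way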
# Target sequence (Q61009 whole entry, looked up): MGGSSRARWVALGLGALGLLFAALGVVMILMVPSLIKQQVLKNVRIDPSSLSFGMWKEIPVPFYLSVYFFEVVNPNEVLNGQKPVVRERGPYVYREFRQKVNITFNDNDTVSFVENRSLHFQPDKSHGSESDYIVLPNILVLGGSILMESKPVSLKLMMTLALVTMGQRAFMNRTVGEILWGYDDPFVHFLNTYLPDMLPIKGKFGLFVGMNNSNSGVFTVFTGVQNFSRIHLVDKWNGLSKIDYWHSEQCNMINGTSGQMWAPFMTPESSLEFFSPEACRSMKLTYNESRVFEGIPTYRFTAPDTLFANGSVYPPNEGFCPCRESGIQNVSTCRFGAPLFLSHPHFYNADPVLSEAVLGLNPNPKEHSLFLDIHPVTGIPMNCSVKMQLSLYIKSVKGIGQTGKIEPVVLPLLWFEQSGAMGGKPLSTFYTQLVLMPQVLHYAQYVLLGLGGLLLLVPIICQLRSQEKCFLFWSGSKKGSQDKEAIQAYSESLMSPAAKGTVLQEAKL
# phage Ecoli inh – E. coli growth loss with phage present | growth absorbance | inhibition, % at 11.9 µM | hit rate 0.26% among 360,000; in the data active = inhibition above about 11%
# Wnt bcat act – activates Wnt/beta-catenin signaling in a reporter cell assay; activator, plate reader; activation, % at 9.35 µM; hit rate 1.2% among 300,000; in the data active = activation above about 30%, passing the limit was not always enough; inconclusive = no clear call, values can overlap the other calls;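 note: 0% = neutral control wells and 100% = positive control wells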
# Ecoli viability – counter-screen for AddAB inhibitors: E. coli growth inhibition; E. coli V3065 growth, OD600 absorbance, 18 h; inhibition, % at 11.9 µM; hit rate 0.27% among 330,000; AID 449728;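 active = inhibition above the campaign's mean inhibition across all tested compounds plus 3 SD, cut at about 9.9% in these data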;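 note: uninfected addAB+ strain grown without phage in ampicillin broth; 0% = DMSO wells and 100% = ciprofloxacin 0.95 µg/ml wells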
# SR-BI DiI-HDL act – enhances SR-BI lipid uptake from DiI-HDL; hit rate 0.096% among 320,000; CHO ldlA[mSR-BI] cells, DiI-HDL uptake fluorescence, 3 h; 100 = double the neutral-control signal; AID 504775; activation, % at 12.5 µM;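 active = mean replicate activation of at least 60% and every replicate at or above 60%; inconclusive = mean or all-replicate condition met, but not both; inactive = mean below 60% and not all replicates reaching 60%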;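 note: 0% = median plate neutral-control signal and 100% = twice that signal; values of inactives mirror those of a sister screen read the other way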
#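 Test system: SR-BI-overexpressing, LDLR-lacking CHO cells; Also added: labelled HDL, 10 µg/mL; Measured by: bottom-read cell fluorescence after medium removal, ex 550/em 595 nm; Timing: 3 h uptake period with compound, 37 °C; Buffer or medium: F12, 0.5% BSA, 25 mM HEPES; Doses: single compound concentration, delivered by pin transfer.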
# MITF act – activators of MITF-driven TRPM1 promoter activity in SK-MEL-5 cells; AID 588334; SK-MEL-5 TRPM1-promoter luciferase, 24 h; % of positive control, neutral wells = 0; hit rate 0.75% among 300,000; activation, % at 12.5 µM;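 active = mean activation of at least 80% with every replicate also reaching 80%; inconclusive = mean reaches 80% but some replicate falls short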;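 note: 0% = neutral control wells and 100% = parthenolide positive control wells; values of inactives mirror those of a sister screen read the other way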
# Tat transport – E. coli Tat transport inhibition. AID 488895. inhibition, % at 10 µM. E. coli MC4100 TorA-mCherry Tat export, fluorescence. hit rate 0.036% among 340,000;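 active = mean replicate inhibition at least 50% and at least half of replicates individually reaching 50%; inconclusive = only one of the two criteria met; inactive = neither criterion met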;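 note: exported cargo escapes ClpAP degradation while cytoplasmic cargo is degraded and loses fluorescence; 0% = median of neutral control wells and 100% = median of NaSCN control wells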
# CAL PDZ FP-1 – blocks peptide binding to the human CAL PDZ domain; hit rate 0.92% among 300,000; purified CAL PDZ, TMR-peptide fluorescence polarization, 1 h; inhibition, % at 24.9 µM; Q9HD26; AID 602252;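 active = mean inhibition of at least 30% with at least half of replicates also reaching 30%; inconclusive = no clear call, values can overlap the other calls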;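 note: 0% = DMSO neutral control and 100% = excess unlabeled competitor peptide PRC23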
# AddAB inh – less growth of phage-infected E. coli with AddAB | hit rate 0.29% among 330,000 | inhibition, % at 11.9 µM | E. coli expressing H. pylori AddAB, absorbance growth; in the data active = inhibition above about 12%;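 note: 0% = vehicle wells of infected cells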
# CAL PDZ FP-2 – human CAL PDZ-peptide interaction inhibition; Q9HD26; purified CAL PDZ, TMR-peptide fluorescence polarization, 1 h; inhibition, % at 20 µM; hit rate 0.02% among 330,000; AID 504414;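 active = highest replicate inhibition of at least 40%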;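 note: plate controls were DMSO neutral control wells for no effect and unlabeled competitor peptide control wells for full effect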
#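 Material: tagged CAL PDZ domain; buffer or medium: 25 mM sodium phosphate pH 7.4, 150 mM NaCl, TCEP, IgG, Thesit; compound dosing: single point, 20 µM; schedule: 1 h incubation at room temperature before polarization reading; measured by: FP readout, S and P plane fluorescence; read-out basis: percent inhibition from loss of millipolarization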
# * = called active by the depositor; ? = inconclusive; nt = not tested or not shown; & = joins results of further samples.
SMILES,SR-BI DiI inh,phage Ecoli inh,Wnt bcat act,Ecoli viability,SR-BI DiI-HDL act,MITF act,Tat transport,CAL PDZ FP-1,AddAB inh,CAL PDZ FP-2
Cn1cc(C(=O)N/N=C/c2ccc3c(c2)OCO3)c2ccccc21,4,2.2,18,-1.2,-4,nt,-5,nt,2.5,-2.1
C=CCNC(=O)c1onc(CSc2ccccc2C)c1C(=O)O,3,0.6,-4,-1.0,-3,-9,13,-6,2.0,-0.5
CCCC(C)C(=O)NCc1ccccc1OC (centres undefined),-40,3.2,-2,-2.5,nt,-9,-4,-1,1.1,-0.9
NC(=S)NN=Cc1ccc(-c2ccc(S(=O)(=O)Nc3ncccn3)cc2)o1,5,1.1,2,0.5,-5,-3,-8,-6,2.1,-1.0
CC(=O)c1cccc(NC(=O)CCNS(=O)(=O)c2cccc(C(C)=O)c2)c1,8,0.8,4,1.5,-8,nt,-5,-3,1.4,-0.9
O=C(O)c1ccc2cc[nH]c2c1,-13,3.6,nt,-0.8,13,3,9,-1,-2.0,-0.9
O=C(Nc1cccn2ncnc12)C(Cl)Cl,-7,2.0,-1,1.0,7,5,-7,1,4.6,-4.2
Cn1ncc2c(Nc3ccccc3Cl)nc(Cl)nc21,-8,2.5,1,1.7,8,-7,-8,-3,-0.6,-1.7
Cc1cc(C)n2c(SCC(=O)Nc3ccccc3C#N)nnc2n1,-10,0.9,-2,0.7,10,-18,-4,-6,-2.2,-0.4
O=C(c1ccc(N2CCC3(CC2)OCCO3)c([N+](=O)[O-])c1)N1CCOCC1,12,1.4,0,0.8,-12,17,-2,-4,3.8,-0.4

# The last two compounds of the part above come first, to join the parts.
SMILES,SR-BI DiI inh,phage Ecoli inh,Wnt bcat act,Ecoli viability,SR-BI DiI-HDL act,MITF act,Tat transport,CAL PDZ FP-1,AddAB inh,CAL PDZ FP-2
Cc1cc(C)n2c(SCC(=O)Nc3ccccc3C#N)nnc2n1,-10,0.9,-2,0.7,10,-18,-4,-6,-2.2,-0.4
O=C(c1ccc(N2CCC3(CC2)OCCO3)c([N+](=O)[O-])c1)N1CCOCC1,12,1.4,0,0.8,-12,17,-2,-4,3.8,-0.4
O=C(Cn1c(=S)[nH]c2ccccc21)c1ccccc1,-11,2.0,-4,2.3,11,-7,7,-1,1.6,-0.9
COc1ccccc1N1CCN(/N=C/C(Cl)=C/c2ccccc2)CC1,-7,1.5,45*,-1.5,7,nt,1,nt,1.1,0.1
CC(C)(C)NC(=O)C(c1c[nH]c2ccccc12)N(C(=O)Cn1nnc(-c2ccc(F)cc2)n1)c1cccc(O)c1 (centres undefined),3,2.8,-1,-1.5,-3,-19,3,-6,2.5,-1.0
CC1CCN(C(=O)c2ccccc2NC(=O)c2cccc(S(=O)(=O)N(C)C)c2)CC1,0,2.3,0,-0.1,0,4,8,-3,0.6,-1.3
COc1cc(C(=O)NCC2(N3CCCCC3)CCCCC2)ccc1OCC(=O)N1CCOCC1,nt,1.1,-1,-1.9,nt,10,-1,-1,0.6,-2.1
CC(C)CC(NC=C1C(=O)OC(C)(C)OC1=O)C(=O)O (centres undefined),-19,1.4,-4,-1.0,19,9,11,-1,2.6,0.4
CCOc1ccccc1Nc1nnc(SCc2nnc(-c3cc(OC)c(OC)c(OC)c3)o2)s1,64,0.4,-8,0.1,-64,14,22,-5,0.8,-1.3
C=CCN(C(=O)Cn1nnc2ccccc21)C(C(=O)NCCOC)c1ccc(OC)cc1OC (centres undefined),-6,-0.6,nt,-0.6,6,6,-7,-5,-0.9,-0.3
Cc1cc(NC(=O)c2ccc(NC(=O)C3CC3)cc2)no1,13,1.8,11,1.2,-13,21,-10,-18,1.9,-0.4
CC(NC(=O)C12CC3CC(C1)CC(n1cncn1)(C3)C2)C12CC3CC(CC(C3)C1)C2 (centres undefined),-31,-0.6,nt,0.7,31,-2,2,57*,1.3,-0.4
Cc1ccccc1NC(=O)COC(=O)c1ccc(S(=O)(=O)N2CCCC2)cc1,-20,0.6,-5,0.0,20,-5,-4,-5,-0.1,-0.7
CCOC(=O)c1cc(-c2ccccc2)sc1NC(=O)C(C)N1C(=O)NC(C)(c2ccc(Cl)cc2)C1=O (centres undefined),63,2.4,-13&-2,-0.9,-63,20,-12,-3,0.1,0.1
Cc1ccc(-n2ccc(=O)c(-c3ccnc(SCc4cccc(Cl)c4)n3)n2)cc1,6,1.8,-1,1.5,-6,nt,4,3,3.7,-1.3
COc1ccc(OC)c(C(=O)N2CCC(C(=O)c3ccc(F)cc3)CC2)c1,2,1.4,-6,1.8,-2,nt,-4,-1,3.6,-0.9
O=c1[nH]cnc2c1c(-c1ccccc1)cn2-c1ccccc1,-14,1.7,2,0.3,14,16,5,-3,1.0,-5.4
C=CCn1c(NC(=O)c2ccco2)nc2ccccc21,4,-0.6,0,-5.0,-4,-8,3,94*,-3.9,61*
Cc1ccc(C(C)C)c(OCC(=O)NNC(=O)C(C(C)C)N2C(=O)c3ccccc3C2=O)c1 (centres undefined),13,0.8,nt,-3.4,-13,1,9,-2,0.2,-3.6
Cc1ccc(C)c(NC(=O)C(NCC(C)(C)N2CCOCC2)c2ccccc2)c1 (centres undefined),-9,2.3,-2,4.4,9,-13,3,-3,-3.4,0.5
CCc1ccc(N2C(=O)CN(Cc3sccc3C)C2=S)cc1,4,2.7,0,0.4,-4,8,-7,2,-0.5,-0.6
O=[N+]([O-])c1ccc(N(CCO)Cc2ccccc2)c([N+](=O)[O-])c1,-12,3.8,-5,1.2,12,nt,1,-6,2.9,0.4
CN(C)CCN(Cc1ccc(Cl)cc1)c1ccccn1,-2,6.0,-3,0.9,12,0,22,-3,3.3,1.0
Cc1ccc(S(=O)(=O)N/N=C/c2ccccc2O)cc1,-15,2.6,0,1.7,15,-4,-3,-6,-1.0,0.0
O=C(NC1CC1)c1ccc(N2CCCCC2)c([N+](=O)[O-])c1,2,0.6,0,0.7,-2,22,?,-2,-1.5,0.6
c1ccc(-c2nc3ccccn3c2NC2CCCC2)nc1,14,3.0,0,0.2,-14,15,-5,0,-3.9,0.4
CCCNC(=O)C(Cc1ccccc1)NC(=O)c1cccc([N+](=O)[O-])c1 (centres undefined),5,0.3,0,-3.7,-5,-3,6,-5,-1.1,1.4
CC(=O)c1cccc(NC(=O)C2C3C=CC(C3=C(c3ccccc3)c3ccccc3)C2C(=O)O)c1 (centres undefined),-1,0.6,0,2.1,1,-7,5,nt,2.7,-2.3
CCC(Sc1ccc(Cl)cc1)C(=O)Nc1nnc(-c2cccc([N+](=O)[O-])c2)s1 (centres undefined),-7,1.7,-5,-2.2,7,nt,-1,-2,2.0,1.9
Cc1ccc(NC(=S)NN2CCOCC2)c(C)c1,-3,4.4,nt,0.6,3,7,-2,-1,-1.4,-0.5
CSc1ccc(CNC2CC2)cc1,6,-1.2,nt,-1.4,-6,-9,-12,3,-0.3,-0.1
COc1ccc(C(C(=O)NCc2ccccc2)N(Cc2ccco2)C(=O)c2snc(C(N)=O)c2N)cc1 (centres undefined),nt,0.0,1,-2.0,nt,nt,10,-2,-0.3,-2.8
Clc1ccccc1CO/N=C1\CCCc2nonc21,-13,2.9,nt,-0.8,13,26,-5,-4,2.4,-1.4
CCc1ccccc1NC(=O)CN(C)C(=O)COC(=O)c1ccccc1Cl,14,2.0,1,nt,-14,-8,-8,1,nt,-2.4
Nc1nonc1C(=O)N/N=C/c1ccncc1,-14,3.5,2,2.2,14,-4,0,-3,1.6,-1.1
CCn1c(=S)[nH]c2ccccc21,1,1.9,0,2.7,-1,0,2,4,2.9,nt
CC1=C(C(=O)OC(C)C)C(c2c[nH]c3ccccc23)n2ncnc2N1 (centres undefined),-5,1.8,5,-0.9,5,nt,5,-6,0.7,-1.5
O=C(COc1ccc2ccccc2c1)NNC(=O)c1ccccc1,-13,3.6,0,0.3,13,2,-6,-7,1.5,-2.0
O=c1[nH][nH]c(C(F)(F)F)c1C=Nc1ccccc1,4,0.8,-2,-2.4,-4,13,-1,-3,1.9,0.8
COC(=O)[C@@H](NC(=O)N1CCN(c2cccc(C(F)(F)F)c2)CC1)C(C)C,3,1.6,nt,1.5,-3,14,-5,-3,-0.7,-0.5
COc1ccc(NC(=O)Cn2c(-c3ccccc3)cc(C(C)=O)c2C)c(OC)c1,1,0.9,-4,-0.8,-1,-13,0,1,6.0,0.0
COc1ccc(-c2ccnc3nc(/N=C/N(C)C)nn23)cc1,nt,4.7,4,-2.6,nt,nt,nt,nt,-0.2,nt
CCOC(=O)c1cc2ccccc2n1CC(=O)c1ccccc1,21,0.9,3,-0.9,-21,4,0,4,-0.9,-0.8
CCOC(=O)CCc1c(C)c(C#N)c2nc3ccccc3n2c1-n1ccnc1C,-11,2.3,-1,-1.4,11,nt,13,0,2.1,-0.8
Cc1cc(C)n(CC(O)COc2ccc(F)cc2)n1 (centres undefined),-15,-0.6,1,2.1,15,-8,-3,-4,-0.3,0.9
COc1ccc(-c2cc(=O)oc3cc(OCC(=O)NCCN4CCOCC4)ccc23)cc1,16,3.8,-1,-3.7,-16,4,-10,0,0.7,-3.1
CC(C)CN(C(=O)CCNC(=O)c1ccc(Cl)cc1)C1CCS(=O)(=O)C1 (centres undefined),0,0.8,0,-1.1,0,-3,6,-6,-0.7,3.6
Cc1cccc(-c2nc3c(c(SCC(=O)N4CCOCC4)n2)COC(C)(C)C3)c1,-13,1.3,-1,-0.3,13,-4,11,-3,4.7,-2.6
CCC(C)NC(=O)c1ccc(NS(=O)(=O)c2ccc3[nH]c(=O)[nH]c3c2)cc1 (centres undefined),-31,0.4,0,3.5,31,8,0,5,0.1,-0.1
COc1ccc(N2CCN(C3CC(=O)N(C)C3=O)CC2)cc1 (centres undefined),-26,2.0,nt,-0.6,26,-13,-1,-3,0.3,-0.2
CC(=O)N(C)C1=C(O)c2ccccc2C(=O)C1=O,-4,-1.7,nt,-2.7,4,5,9,-1,0.3,-1.4
CC1(C)N=C(c2ccc(Cl)cc2)C(=O)N1,-20,0.7,-3,-1.5,20,-8,-2,-2,0.4,-0.4

# Remaining list, next part:
SMILES,SR-BI DiI inh,phage Ecoli inh,Wnt bcat act,Ecoli viability,SR-BI DiI-HDL act,MITF act,Tat transport,CAL PDZ FP-1,AddAB inh,CAL PDZ FP-2
COc1ccc(CN2CCNC(=O)C2CC(=O)N(C)CC2CCOCC2)c(F)c1 (centres undefined),-11,1.8,0,1.0,nt,4,-1,-2,2.3,-1.4
Clc1cccc2sc(N3CCOCC3)nc12,-29,-0.9,7,0.7,29,31,-2,21,-1.7,-0.6
CCc1ccc2[nH]c(=O)c(CN(CCCN3CCOCC3)C(=O)Nc3ccc(F)cc3)cc2c1,-6,3.8,nt,-0.9,6,-8,6,-1,4.8,-1.6
O=C(O)c1ccc2c(c1)C(=O)N(c1cccc3ccccc13)C2=O,1,2.8,1,1.0,-1,15,-8,6,2.4,0.2
